# Statin myotox sup – suppression of simvastatin myotoxicity; rescue of ATP level, % at 7.49 µM; C2C12 myotubes + simvastatin, ATP luminescence, 48 h; scaled: DMSO 0, geranylgeraniol control 100; 330,000 tested, 0.78% active; AID 602340;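 active = mean ATP rescue above about 67%, or every replicate alone reaching that limit, limit read from the data, passing the limit was not always enough; inconclusive = no clear call, values can overlap the other calls; inactive = mean under the limit and some replicate under it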;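 note: myotubes were challenged with 10 µM simvastatin during compound exposure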
# Casp6 inh – caspase-6 (human) enzyme inhibition | P55212 | purified caspase-6, Z-VEID-R110 cleavage fluorescence | inhibition, % at 12.5 µM | 350,000 tested, 0.53% active | AID 686996;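 active = mean inhibition across replicates at least about 35%, with every replicate also reaching that limit, limit read from the data; inconclusive = only one of the two criteria met; inactive = neither criterion met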;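 note: 0% = median of neutral control wells and 100% = no fluorescence left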
# Target sequence (P55212 24-179 limits assumed): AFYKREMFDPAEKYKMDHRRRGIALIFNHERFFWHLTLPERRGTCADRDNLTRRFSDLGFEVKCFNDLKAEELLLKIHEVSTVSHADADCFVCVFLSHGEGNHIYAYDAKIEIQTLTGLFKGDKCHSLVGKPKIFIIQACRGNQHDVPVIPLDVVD
# Target sequence (P55212 194-293 limits assumed): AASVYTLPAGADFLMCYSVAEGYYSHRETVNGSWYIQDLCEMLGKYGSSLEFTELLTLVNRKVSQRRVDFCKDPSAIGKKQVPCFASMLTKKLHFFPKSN
# SIRT5 inh – sirtuin-5 (human) deacylase inhibition. AID 652115. Q9NXA8. inhibition, % at 15 µM. Purified SirT5, succinyl-peptide AMC, trypsin-coupled fluorescence. 330,000 tested, 1.1% active; in the data active = inhibition above about 15%; inconclusive = no clear call, values can overlap the other calls
# Target sequence (Q9NXA8 whole entry, looked up): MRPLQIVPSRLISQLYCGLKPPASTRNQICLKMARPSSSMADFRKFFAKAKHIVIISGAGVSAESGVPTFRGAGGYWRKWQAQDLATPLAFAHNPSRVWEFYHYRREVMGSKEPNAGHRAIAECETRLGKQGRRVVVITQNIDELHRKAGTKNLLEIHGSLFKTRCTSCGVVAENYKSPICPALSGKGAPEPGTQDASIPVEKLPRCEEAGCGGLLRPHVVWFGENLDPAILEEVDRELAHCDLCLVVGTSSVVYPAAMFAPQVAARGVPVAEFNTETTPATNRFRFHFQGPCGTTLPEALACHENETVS
# LGR2 inh – inhibitors of bursicon-induced Drosophila LGR2 receptor cAMP signaling. HEK293 LGR2, CRE-luciferase, bursicon-stimulated, 4 h. 380,000 tested, 0.35% active. inhibition, % at 9.99 µM;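 active = drop in luminescence signal, shown as inhibition above about 50% in the replicate tests, limit read from the data, passing the limit was not always enough; inconclusive = probably only some replicates passing the limit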;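 note: agonist challenge used bursicon conditioned medium at about half maximal strength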
# esBAF inh – inhibitors of esBAF chromatin remodeling in mouse ES cells. Bmi1-luciferase knock-in reporter, 24 h; 100% = twice the neutral-well signal. reporter increase, % at 12.5 µM. 350,000 tested, 2% active. AID 602393; in the data active = activation above about 40%; inconclusive = no clear call, values can overlap the other calls;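 note: 0% = median of the plate's neutral control wells and 100% = double that signal; a rise in the Bmi1 reporter signal indicates esBAF inhibition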
# S100A4 inh HTS – blocks human S100A4 binding to myosin IIA peptide. inhibition, % at 10.7 µM. S100A4/TAMRA-MyoIIA peptide fluorescence polarization. P26447. 360,000 tested, 0.14% active;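 active = mean inhibition of at least 70% across replicates, with every replicate also reaching that level; inconclusive = mean inhibition reaches 70% but some replicates fall short; inactive = mean inhibition below 70%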
# Target sequence (P26447 whole entry, looked up): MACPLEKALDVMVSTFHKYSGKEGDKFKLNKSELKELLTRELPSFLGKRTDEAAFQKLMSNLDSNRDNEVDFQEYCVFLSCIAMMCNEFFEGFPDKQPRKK
#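 assay system = human S100A4 monomer with TAMRA-labelled myosin IIA peptide | also added = labelled myosin peptide probe, 5 nM | incubation = 5 min between mix addition and reading | control set = DMSO and TFP controls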
# FN deposit inh – fibronectin deposition inhibition; AH1F fibroblasts, Alexa488-fibronectin deposition fluorescence, overnight; inhibition, % at 12.6 µM; 350,000 tested, 0.086% active; AID 743247;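 active = mean inhibition across replicates of 30% or more, regardless of how many single replicates reach that level; inconclusive = mean under 30% yet at least half of replicates reach 30%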;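 note: positive control wells lacked labelled fibronectin entirely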
#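 Material: AH1F fibroblast monolayer depositing Alexa488-labelled fibronectin into matrix | Input: 10000 AH1F cells/well | Medium: DMEM plus 2% serum, read in PBS | Reagent: Alexa488-fibronectin, 24 nM final in well | Compound dosing: One dose per compound, pinned | Schedule: 1 h adhesion, overnight exposure | Measured by: Fluorescence at 485 nm excitation, 525 nm emission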
# An asterisk follows results filed as active; ? = inconclusive; . = not tested or not shown. Only part of the results is shown; the hit share may differ from the screen's.
smiles,Statin myotox sup,Casp6 inh,SIRT5 inh,LGR2 inh,esBAF inh,S100A4 inh HTS,FN deposit inh
Cc1cccc(C)c1-n1c(C)cc(/C=N/NC(N)=S)c1C,19,.,.,-25,-6,.,.
O=C(c1ccncc1)N(Cc1ccccc1)Cc1nc2ccccc2c(=O)[nH]1,14,.,.,.,-2,.,0
CCC(C(=O)NC1CCCC1)N(C(=O)Cn1nnc(-c2ccc(OC)c(OC)c2)n1)c1cccc(O)c1 (stereo not given),139*,1,2,-14,6,-3,2
CCOC(=O)c1ccccc1NC(=O)CSc1nncn1C,6,2,-1,-2,-8,1,1
Cn1c(CNS(=O)(=O)c2ccc(Cl)cc2)cc(=O)n(C)c1=O,-6,2,-3,0,-3,8,2
COc1ccccc1CN1CC[C@@H]2[C@H]1c1cc(C#Cc3ccccc3)ccc1N[C@@H]2CO,-59,1,0,8,-1,2,11
C[C@@H]1CCCCO[C@H](CN(C)S(=O)(=O)c2ccc(F)cc2)[C@@H](C)CN([C@@H](C)CO)C(=O)c2cc(N(C)C)ccc2O1,1,2,-1,15,5,-6,-5
O=C(C[C@@H]1CC[C@@H]2[C@H](COC[C@H](O)CN2Cc2cc(F)cc(F)c2)O1)NC1CCCC1,-6,0,0,6,0,19,-7
CCCc1nc(SCC(=O)c2ccc3c(c2)NC(=O)CO3)[nH]c(=O)c1CC,12,-3,0,5,-3,6,-4
COc1ccc(NC(=S)NC(=O)CC(C)C)c(OC)c1,.,-1,-4,8,.,-4,.
O=C(c1ccccn1)N1CC[C@@H]2[C@H]1c1cc(C#Cc3cccnc3)ccc1N[C@@H]2CO,5,.,.,-2,2,.,-7
CC(C)Cc1nnc(NC(=O)CSc2nc(O)c(Cc3ccccc3)c(=O)[nH]2)s1,.,6,-3,-3,.,-2,-2
C[C@H](CO)N1C[C@H](C)[C@H](CN(C)C(=O)Nc2ccc(F)cc2)Oc2c(NS(=O)(=O)c3ccc(Cl)cc3)cccc2C1=O,-40,-2,2,8,-1,1,.
COc1ccc(S(=O)(=O)Nc2ccc3c(c2)CC(=O)N([C@H](C)CO)C[C@@H](C)[C@@H](CN(C)S(=O)(=O)c2ccc(OC)cc2)O3)cc1,10,-2,4,-14,2,-6,.
CC(=O)OCC#CCSc1nc2ccccc2n1C,.,-2,-2,-17,12,-13,3
CCCNC(=O)Nc1nnc(C2CC2)s1,-1,1,-5,-3,5,-4,10
Cc1ccc(/C(N)=N/OC(=O)CN(C)S(=O)(=O)c2ccc(C)cc2)cc1,3,-1,-3,13,-2,5,-6
COC(=O)C1=C(C)N(C)C(=NCc2ccc3c(c2)OCO3)NC1c1ccc(Cl)cc1 (stereo not given),.,-3,.,-1,.,-4,7
CC(C)(C)c1cc(CCC(=O)N2CCNCC2)c(C(C)(C)C)cc1O,-7,.,.,.,7,.,-3
CCOC(=O)CSc1nc(C)[nH]c1[N+](=O)[O-],.,4,-1,3,.,-2,.
CCN(CC)CCOCCn1c(C)ccc1C,6,-93,.,.,8,0,2
O=C(Cc1ccccc1)Nc1ccc(Cl)cn1,-1,-2,-2,5,6,-2,4
O=S(=O)(Nc1ccc(Br)cn1)c1ccc(Cl)s1,-2,-2,-1,-11,1,-26,2
Cc1cc(C)c(NC(=S)NCCCSC2CCCCC2)c(C)c1,10,-3,-5,.,-8,-5,-1
O=C(NCc1ccccc1Cl)C1CCC(=O)N1Cc1ccc(F)cc1 (stereo not given),12,-3,1,?,-4,-1,-8
C[C@@H]1CN([C@H](C)CO)C(=O)Cc2cc(NC(=O)Nc3ccccc3)ccc2O[C@H]1CN(C)Cc1ccccc1,-3,0,0,0,-3,14,-1
CCc1cccc(N(C(=O)c2csnn2)C(C(=O)NC(C)(C)C)c2ccccn2)c1 (stereo not given),-3,0,-6,12,3,-6,-6
CN(C(=O)CN1C(=O)c2ccccc2S1(=O)=O)c1ccccc1C(=O)O,-8,.,.,5,-1,.,-11
COCCCNC(=O)CC1C[C@H](C(=O)N2CCCCC2)[C@@]2(C)c3[nH]c4ccc(OC)cc4c3CCN2C1=O (stereo not given in full),0,0,0,-10,-8,2,-1
O=C(c1cc(F)ccc1F)C1CCCN(C(=O)c2ccc3nccnc3c2)C1 (stereo not given),19,2,-1,-10,8,-9,-7
Cc1cc(/C=N/Nc2ncnc(N)c2[N+](=O)[O-])c(C)n1-c1ccccc1,-10,-1,1,79*,-79,-4,-1
O=C(c1nn(Cc2ccccc2)c(=O)c2ccccc12)N1CCc2ccccc2C1,-7,.,.,-1,-3,.,.
COc1ccc(C)cc1NC(=O)CSc1nc2ccccc2nc1N1CCCC1,-16,0,-3,-13,1,-2,14
CCS(=O)(=O)Nc1ccc2c(c1)C(=O)N(C)C[C@@H](OC)[C@@H](C)CN(Cc1nccs1)[C@H](C)CO2,-12,.,.,-6,-1,.,-8
O=C(COc1ccc2c3c(c(=O)oc2c1)CCCC3)NCc1cccnc1,-2,-1,-7,-20,-2,-11,-3
Cc1noc(C)c1S(=O)(=O)Nc1ccc2c(c1)CC(=O)N([C@@H](C)CO)C[C@@H](C)[C@H](CN(C)S(=O)(=O)c1cn(C)cn1)O2,-38,.,-3,5,-3,15,.
COc1cccc(NC(=O)N2CC(=O)N3[C@H](C2)[C@@H](c2ccc(C#CC4CCCC4)cc2)[C@@H]3CO)c1,.,-1,16*,8,.,28,-9
Cc1cccc(C(=O)NC(=S)NC(C)c2ccccc2)c1 (stereo not given),8,-2,1,8,-5,-1,16
Cc1ccc(C)c(N(CC(=O)NN=C2CCN(C)CC2)S(=O)(=O)c2ccccc2)c1,-2,.,.,-3,-6,.,1
O=C(O)C[C@H]1CC[C@H](NC(=O)Nc2ccccc2)[C@@H](CO)O1,-18,-4,-3,-8,4,-5,3

# Continued (4 carried over from the part before).
smiles,Statin myotox sup,Casp6 inh,SIRT5 inh,LGR2 inh,esBAF inh,S100A4 inh HTS,FN deposit inh
COc1cccc(NC(=O)N2CC(=O)N3[C@H](C2)[C@@H](c2ccc(C#CC4CCCC4)cc2)[C@@H]3CO)c1,.,-1,16*,8,.,28,-9
Cc1cccc(C(=O)NC(=S)NC(C)c2ccccc2)c1 (stereo not given),8,-2,1,8,-5,-1,16
Cc1ccc(C)c(N(CC(=O)NN=C2CCN(C)CC2)S(=O)(=O)c2ccccc2)c1,-2,.,.,-3,-6,.,1
O=C(O)C[C@H]1CC[C@H](NC(=O)Nc2ccccc2)[C@@H](CO)O1,-18,-4,-3,-8,4,-5,3
O=C(NCc1ccccc1)c1ccc(CNc2c(N3CCCC3)c(=O)c2=O)cc1,2,-2,-3,-5,-8,0,0
CCCNC(=O)N1C[C@@H]2[C@H](c3ccccc31)[C@H](CO)N2Cc1ccc2c(c1)OCO2,-18,2,2,-14,-4,1,.
CO[C@H]1CN(C)C(=O)c2ccc(NC(=O)c3cccc(F)c3)cc2OC[C@@H](C)NC[C@H]1C,-2,-2,-4,14,-6,3,-18
CCCCNC(=O)Cc1cc(=O)[nH]c(=O)[nH]1,1,0,8,-7,-8,0,-2
CCN1CCN(S(=O)(=O)c2ccc(Cl)c(C(=O)NC3CC3)c2)CC1,3,-1,-2,11,2,-6,0
CCCCCc1cc(=O)oc2c(C(CCN(CC)CC)c3cc(OC)c(OC)c(OC)c3)c(OC)cc(OC)c12 (stereo not given),-2,4,-2,.,-5,0,-11
c1ccc2c(CN3CCOCC3)csc2c1,.,3,1,1,.,0,3
CCOC(=O)/C(C#N)=C1/C(=O)N(Cc2ccccc2)c2ccccc21,-1,3,21*,23,-3,4,-7
O=C(CN(Cc1ccco1)C(=O)c1ccccc1F)Nc1ccccc1C(F)(F)F,15,4,-6,2,-5,1,-4
CN(C)C(=O)c1cccc(-c2ccc3c(c2)[C@@H]2[C@@H](CCN2C(=O)c2ccccc2F)[C@@H](CO)N3)c1,-13,.,.,12,5,.,6
COc1ccc(-c2csc(C(O)c3ccc(F)cc3)n2)cc1 (stereo not given),8,1,.,-39,60*,2,.
COc1cccc(NC(=O)N[C@H]2CC[C@@H](CC(=O)NCc3ccccn3)O[C@H]2CO)c1,-7,-2,-1,24,-6,8,1
C[C@@H]1CCCCO[C@@H](CN(C)C(=O)CCCN(C)C)[C@H](C)CN([C@@H](C)CO)C(=O)c2cc(NS(=O)(=O)c3ccc(F)cc3)ccc2O1,.,1,-5,-3,1,3,-3
Fc1ccc(-c2nnn(Cc3nc4ccccc4s3)n2)cc1,4,.,.,.,13,.,-9
CCOC(=O)C1CC(CN2C(=O)c3ccccc3C2=O)OC1=O (stereo not given),-1,-1,.,15,-3,-4,3
O=c1[nH]c(N/N=C/c2cc3c(cc2[N+](=O)[O-])OCO3)nc2ccccc12,-60,1,-11,-12,21,-9,3
C/C=C/c1ccc([C@H]2[C@@H](CNC(C)C)N(c3nc(CC)cs3)[C@H]2CO)cc1,-48,.,.,5,-5,.,-8
Cc1ccccc1NC(=O)CCNS(=O)(=O)c1ccc2c(c1)CCC(=O)N2,6,0,1,20,-2,-4,4
CSc1ccc(/C=c2\s/c(=C\C(=O)C(C)(C)C)n(CC(=O)NCCC3=CCCCC3)c2=O)cc1,.,1,0,6,.,-9,0
Cc1cc2cc(CNC(=O)c3cccs3)ccc2[nH]1,-3,-4,5,12,-3,7,-6
CCCN(C(=O)c1cc(-c2ccco2)nc2ccccc12)c1c(N)n(Cc2ccccc2)c(=O)[nH]c1=O,.,18,-5,-5,.,-8,.
O=C(NCCSc1ccccc1)c1ccc(Br)cc1,.,0,.,.,.,1,-3
CN1C(=O)c2cc(NC(=O)C3CCCCC3)ccc2OC[C@@H]2O[C@@H](CC(=O)NCCc3ccncc3)CC[C@@H]21,-1,-3,-1,-14,-1,8,3
CCN(CCCNC(=O)CNC(=O)c1nn(-c2ccc(OC)c(OC)c2)c(=O)c2ccccc12)c1ccccc1,-4,2,2,4,1,-1,-2
Cc1noc(C)c1NC(=O)N(C)C[C@@H]1Oc2ccc(NS(=O)(=O)c3cccs3)cc2C(=O)N([C@H](C)CO)C[C@H]1C,-54,8,-2,18,1,1,.
Fc1ccc(CN2CCCCCCC2)cc1,-3,-1,-3,4,-1,-1,.
C[C@@H]1CN([C@@H](C)CO)C(=O)c2cc(NS(=O)(=O)c3ccc(Cl)cc3)ccc2O[C@@H](C)CCCCO[C@@H]1CN(C)Cc1ccc(C(F)(F)F)cc1,.,-2,18*,19,-4,16,-3
O=C(CCCC(=O)N1CCCc2ccccc21)N1CCCc2ccccc21,-7,.,.,.,-3,.,2
O=C(c1ccc(C(F)(F)F)cc1)N1CCC(=O)N(C(COCc2ccc(C(F)(F)F)cc2)Cc2ccccc2)CC1 (stereo not given),5,-2,.,19,-2,-2,18
O=C(C[C@@H]1CC[C@@H](NS(=O)(=O)c2cccc(F)c2)[C@H](CO)O1)NCc1ccc2c(c1)OCO2,16,-3,1,10,3,44,7
COc1ccc(CNC(=O)C(Cc2ccccc2)n2cccc2)cc1 (stereo not given),.,3,-1,-6,.,9,-2
N#Cc1nnn(-c2cc(Cl)cc(Cl)c2)c1N,.,1,-3,-3,.,3,3
COC(=O)CSc1nc(C)cc(C)c1C#N,.,0,0,2,.,3,2
CC(=NNC(=S)N1CCN(C2CCCCCC2)CC1)c1ccccn1,.,-25,-3,-18,.,5,-1
